Screening results deposited in PubChem BioAssay by several laboratories.
TNAP inhibition: human TNAP enzyme inhibitors, biochemical, luminescent (AID 518); purified TNAP enzyme, luminescent substrate readout; higher % means a stronger effect; one-dose inhibition, % at 20 µM; IC50 in µM for titrated hits; hit rate 0.09% among 64,000; in the data active = a potency from the dose series; inactive = the rest, 99 in 100 with inhibition below about 22%;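 also: plate controls were vehicle for no effect and reference inhibitor for full effect; many of its hits are not listed in these tables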
Spn PMK inh: S. pneumoniae PMK inhibition; purified PMK, PK/LDH-coupled NADH absorbance 340 nm; inhibition, % at 10 µM; hit rate 0.49% among 65,000; AID 539;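 active = top-ranked compounds by inhibition in the single 10 µM screen, taking a fixed number of the strongest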;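 also: 0% = full reaction with DMSO carrier and 100% = background rate without enzyme reaction; no value below 0 was filed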
KRASV12 cytotoxicity: viability loss of HPDE-C7K cells – cell-based, fluorescence, HTS, primary screen (AID 431); HPDE-C7K KRASV12 cells, Alamar Blue viability, 48 h; higher % means a stronger effect; cytotoxicity, % at 10 µM, or EC50 in µM where a hit was titrated; hit rate 1.7% among 63,000;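 active = compounds whose percent cytotoxicity in the single-dose primary screen, scaled between solvent and toxic-drug controls, exceeds 50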;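 also: 0% = DMSO solvent wells and 100% = doxorubicin-treated wells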
HPDE-C7 cytotoxicity: cytotoxicity in HPDE-C7 cells, cell-based, fluorescence, HTS (AID 430) | HPDE-C7 pancreatic duct cells viability, fluorescence; higher % means a stronger effect | cytotoxicity, % at 10 µM; hits with a dose series show EC50 in µM | hit rate 1.8% among 63,000;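 also: cells exposed to compound for 48 hours before viability readout; 0% = vehicle and 100% = reference cytotoxic drug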
MK inhibit: blocks S. pneumoniae mevalonate kinase. purified MK, PK/LDH-coupled NADH absorbance 340 nm. inhibition, % at 10 µM. hit rate 0.48% among 65,000;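 active = ranked among the strongest by inhibition in the single 10 µM screen, a fixed top-ranked set picked for dose follow-up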; also: no value below 0 was filed
HT1080 cytotoxicity: HT1080 cell viability loss – fluorescence readout (AID 620) | HT1080 viability, fluorescence; higher % means a stronger effect | cytotoxicity, % at 10 µM; hits with a dose series show EC50 in µM | hit rate 0.42% among 87,000;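 also: cells exposed to compound overnight then 4 h with Alamar Blue; 0% = vehicle DMSO and 100% = killing control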
DPM-DC inhibit: blocks S. pneumoniae diphosphomevalonate decarboxylase. calls only at 10 µM. purified DPM-DC, PK/LDH coupled NADH fluorescence. hit rate 0.49% among 65,000. AID 556;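 active = the 320 compounds with the highest percent inhibition in the single-dose primary screen, excluding strongly autofluorescent ones, cut at about 32% in these data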;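 also: kinetic rate of NADH fluorescence loss reporting ADP formed by the decarboxylase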
Bfl-1 displacement: Bfl-1 inhibitors, primary screen, biochemical, fluorescence polarization, FITC-Bid, mouse (AID 432); FITC-Bid BH3 peptide fluorescence polarization displacement; higher % means a stronger effect; one-dose displacement, % at 20 µM; IC50 in µM for titrated hits; hit rate 0.02% among 64,000; in the data active = a potency from the dose series; inactive = the rest, 99 in 100 with displacement below about 15%; also: strong numbers were not always called active
LYP phosphatase: LYP phosphatase inhibitors, primary screen, biochemical, DiFMUP fluorescence, recombinant catalytic domain, 10 µM (AID 606); recombinant LYP catalytic domain, DiFMUP fluorescence; higher % means a stronger effect; inhibition, % at 10 µM; hits with a dose series show IC50 in µM; 52,000 tested, under 10 active;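 active = IC50 under 40 µM in the dose-response test; inactive = IC50 of 40 µM or more, or never dose-tested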
Spn PMK inh pilot replicates: recorded beside Spn PMK inh, whose call it bears; inhibition, %; measured here: pilot screen replicates
MK inhibit pilot replicates: also measured in MK inhibit; calls as there; inhibition, %; measured here: pilot screen replicates
DPM-DC inhibit pilot screen %: further read-out of DPM-DC inhibit, marked with its call; inhibition, %; measured here: pilot screen trials
The depositor's hits bear a star; i = inactive; nt = no result given. Rule as the data show it, unless noted: active = cytotoxicity above about 50%; inactive = the rest.

SMILES	TNAP inhibition	Spn PMK inh	KRASV12 cytotoxicity	HPDE-C7 cytotoxicity	MK inhibit	HT1080 cytotoxicity	DPM-DC inhibit	Bfl-1 displacement	LYP phosphatase	others
COCCNC(=O)CN(c1ccc(OC)c(OC)c1)S(=O)(=O)c1ccc(C)cc1	-2%	11	-6%	-12%	8	-5%	i	-4%	nt
COc1ccc(OC)c(NC(=O)c2cc(S(=O)(=O)NCc3ccco3)ccc2F)c1	10%	5	43%	24%	9	7%	i	1%	25%
CCOc1ccccc1Oc1ccc(C(F)(F)F)cn1	28%	0	-9%	-3%	9	3%	i	9%	nt
Cc1ccc(CNC(=O)c2nnn(-c3cccc(C)c3)c2N)cc1	7%	5	5%	1%	4	-8%	i	-5%	7%
CC1(C)Cc2c(c(-c3ccco3)[nH]c(=O)c2C#N)CS1	7%	0	-5%	17%	10	-12%	i	14%	2%
COc1ccc(OC)c(S(=O)(=O)N(C)CC(=O)Nc2ccccc2OC)c1	-7%	4	4%	5%	12	8%	i	-7%	nt
CCn1nc(C(=O)N2CCN(Cc3ccc4c(c3)OCO4)CC2)c2ccccc2c1=O	11%	20	-6%	-4%	8	-4%	i	0%	nt
Cn1c(=O)[nH]c(=O)c2c1nc(SCC(O)CO)n2Cc1ccccc1Cl (stereo not given)	10%	7	9%	6%	11	21%	i	-10%	3%
COc1ccc(OC)c(NC(=O)C(CCS(C)(=O)=O)NC(C)=O)c1 (stereo not given)	nt	7	nt	nt	0	6%	i	nt	-9%
CCCCN(CCCC)C(=O)CSc1nnc(-c2cc(OC)c(OC)c(OC)c2)o1	12%	8	nt	nt	4	1%	i	-7%	11%
N#Cc1c(N)nc(SCC(=O)NCCc2ccccc2)c(C#N)c1-c1cccs1	5%	0	-1%	6%	7	8%	nt	-3%	nt
CCOC(=O)N1CCC(N2CCN(S(=O)(=O)c3ccc(NC(C)=O)cc3)CC2)CC1	10%	0	-5%	-13%	31	-4%	i	-5%	-25%
CCOC(=O)c1nnn(-c2nonc2N)c1CNC(C)C	5%	7	-7%	2%	8	-1%	i	4%	13%
Cn1c(=O)c2c(nc(CN3CCc4ccccc4C3)n2Cc2ccc(F)cc2)n(C)c1=O	nt	7	nt	nt	6	-6%	i	nt	nt
COc1cccc(Cn2c(NCC(C)C)nc3c2c(=O)n(C)c(=O)n3C)c1	4%	17	-17%	-7%	6	-9%	i	0%	6%
CCCCn1c(SCC(=O)Nc2cc(C)on2)nc2c1c(=O)n(C)c(=O)n2C	5%	12	-5%	0%	6	-7%	i	-15%	14%
COc1ccc(OCC(O)CN2C(=O)c3ccccc3S2(=O)=O)cc1 (stereo not given)	8%	0	-12%	-8%	0	-1%	i	-2%	-30%
CCCC(=O)Nc1cc(OC)c(NC(=O)NC2CCCCC2)cc1OC	10%	11	-6%	-9%	6	3%	i	1%	-2%
Cc1ccc2nc(-c3cccnc3)oc2c1	5%	12	2%	-8%	8	-1%	i	-3%	nt
Cc1csc(-c2coc3cc(O)cc(C)c3c2=O)n1	6%	0	-2%	-11%	7	3%	i	12%	9%
CCCCN(C(=O)Cn1nnc2ccccc21)C(C(=O)NCc1ccco1)c1ccncc1 (stereo not given)	10%	12	-1%	-10%	9	-20%	i	-7%	0%
CN(CC(=O)Nc1ccncc1)S(=O)(=O)c1ccc(Cl)cc1	1%	4	-8%	-1%	11	5%	i	3%	16%
O=C(O)CN1C(=O)C2(OCCCO2)c2ccccc21	6%	9	-12%	-11%	0	-4%	i	5%	9%	Spn PMK inh pilot replicates=2.5;MK inhibit pilot replicates=0.0;DPM-DC inhibit pilot screen %=1.0
CCOC(=O)c1cnc(SCC(=O)c2ccccc2)nc1N	15%	0	2%	7%	0	-4%	i	3%	nt
N#Cc1ccccc1Sc1ccccc1C(=O)N1CCOCC1	13%	0	-6%	4%	0	1%	i	0%	10%
CCOc1cccc(/C(O)=C2/C(=O)C(=O)N(Cc3ccco3)C2c2ccncc2)c1 (stereo not given)	9%	9	-12%	-2%	4	-3%	i	-2%	nt
CN1C(=O)c2cccc3c(S(=O)(=O)Nc4ccccn4)ccc1c23	11%	7	32%	41%	4	13%	i	-3%	9%
O=C(c1cccnc1)N1CCc2ccccc2C1	15%	34*	2%	-3%	9	-4%	i	-6%	nt
O=C(NC1CCCCC1)C1CCCN1S(=O)(=O)c1cccc2nsnc12 (stereo not given)	5%	14	-6%	-7%	0	-7%	i	-5%	11%
Cc1ccc2[nH]c3c(c2c1)CN(C(=O)CN1CC(C)OC(C)C1)CC3 (stereo not given)	16%	4	24%	27%	7	-3%	i	10%	3%
NS(=O)(=O)c1ccc(NS(=O)(=O)c2cccs2)cc1	-4%	9	6%	5%	13	-3%	i	-3%	10%
FC(F)(F)c1cccc(N2CCN(c3ccc4nnc(-c5ccccc5)n4n3)CC2)c1	8%	4	12%	-7%	2	-1%	i	0%	-2%
COc1cc2cc(CN(CCCO)S(=O)(=O)c3ccccc3Cl)c(=O)[nH]c2cc1OC	3%	25*	-15%	-17%	8	-3%	nt	-1%	13%
O=C(COC(=O)c1cccnc1)c1ccc(Cl)cc1	4%	8	8%	-13%	4	-2%	i	-9%	17%
CCOC(=O)N1CCN(S(=O)(=O)c2ccc3[nH]cc(C(=O)O)c(=O)c3c2)CC1	2%	17	-11%	-24%	3	0%	i	5%	8%
O=C(O)c1ccc(NS(=O)(=O)c2cccc3nsnc23)cc1	13%	0	-24%	-8%	10	-10%	i	2%	nt
COC(=O)CN(Cc1ccccc1)S(=O)(=O)c1ccc(OC)c(OC)c1	4%	9	-1%	-2%	0	1%	i	-1%	nt
Cc1cc(=O)n2c(-c3ccccc3C)n[nH]c2n1	11%	1	4%	0%	5	-7%	i	-5%	1%
Cc1ccc(S(=O)(=O)N2CC(=NO)C2)cc1	9%	6	6%	-10%	9	7%	i	-11%	7%
CNC(=O)c1cc2ccc(OC)cc2oc1=O	7%	4	2%	2%	10	-9%	nt	-6%	21%
Cn1c(CSCc2ccc(F)cc2)nnc1SCC(=O)Nc1nccs1	12%	0	nt	nt	6	-3%	i	0%	15%
COC(=O)/C=c1\sc2ncnn2c1=O	2%	2	26%	-19%	1	-8%	i	-5%	4%	Spn PMK inh pilot replicates=0.0;MK inhibit pilot replicates=0.0;DPM-DC inhibit pilot screen %=3.0
O=C(NCCc1ccccc1)c1ccc(=O)oc1	-7%	9	-19%	-16%	11	-7%	i	-4%	7%
CCOC(=O)c1ccccc1N1C(=O)CSC1=S	0%	2	10%	21%	5	nt	i	3%	14%
Cc1cc2cc(CNC(=O)c3ccco3)ccc2n1C	9%	11	10%	10%	0	nt	i	3%	7%
Fc1cc2nc(-c3ccncc3)[nH]c2cc1F	8%	0	1%	-8%	3	12%	nt	-3%	-2%
COc1ccc(C(=O)N2CCCC2)cc1S(=O)(=O)N1CCOCC1	18%	4	-6%	5%	11	2%	i	-4%	0%
O=C(Nc1ccccc1N1CCCCC1)c1cccc(F)c1	8%	11	-1%	-4%	7	-13%	i	11%	3%
CCOC(=O)c1nnn(CC(=O)Nc2cc(F)ccc2F)c1C(=O)OCC	4%	14	17%	0%	4	nt	i	3%	-11%
OCc1cn(-c2ccccc2)nc1-c1cccnc1	13%	13	-4%	4%	16	-7%	i	-5%	12%

(more compounds)
SMILES	TNAP inhibition	Spn PMK inh	KRASV12 cytotoxicity	HPDE-C7 cytotoxicity	MK inhibit	HT1080 cytotoxicity	DPM-DC inhibit	Bfl-1 displacement	LYP phosphatase	others
O=C(NCCCn1ccnc1)c1noc2c1CCc1ccccc1-2	19%	18	-7%	-11%	6	4%	i	-4%	6%
COCCn1c(Sc2ccc(C)cc2)nc2c1c(=O)[nH]c(=O)n2C	10%	16	-2%	-7%	7	5%	i	-3%	5%
Cc1cc(C)nc(SCC(=O)OCN2C(=O)c3ccccc3C2=O)n1	13%	11	-9%	-11%	7	-2%	i	0%	nt
CCOC(=O)c1c(NC(=O)COC(=O)c2c(C)noc2C)sc2c1CCC2	7%	2	-6%	-2%	2	-4%	i	3%	3%	Spn PMK inh pilot replicates=2.5;MK inhibit pilot replicates=0.0;DPM-DC inhibit pilot screen %=3.5
COc1ccc(C2C(C(=O)Nc3ccccn3)=C(C)Nc3ncnn32)c(OC)c1 (stereo not given)	10%	0	-2%	-4%	2	2%	i	-1%	9%
CN1CCN(c2nc(Nc3cccc(C(F)(F)F)c3)nc(N3CCOCC3)n2)CC1	6%	14	52%*	65%*	9	3%	i	0%	nt
CCOC(=O)CSc1nnc(CNC(=O)c2cccs2)n1Cc1ccccc1	7%	17	-12%	0%	0	-4%	i	7%	nt
Cc1cc(C)n(-c2ncnc3sc(C)c(C)c23)n1	13%	9	-20%	-13%	0	-7%	i	3%	6%

Compounds listed so far that have an aryl thioether with sulfur outside any ring:
SMILES	TNAP inhibition	Spn PMK inh	KRASV12 cytotoxicity	HPDE-C7 cytotoxicity	MK inhibit	HT1080 cytotoxicity	DPM-DC inhibit	Bfl-1 displacement	LYP phosphatase	others
Cn1c(=O)[nH]c(=O)c2c1nc(SCC(O)CO)n2Cc1ccccc1Cl (stereo not given)	10%	7	9%	6%	11	21%	i	-10%	3%
CCCCN(CCCC)C(=O)CSc1nnc(-c2cc(OC)c(OC)c(OC)c2)o1	12%	8	nt	nt	4	1%	i	-7%	11%
N#Cc1c(N)nc(SCC(=O)NCCc2ccccc2)c(C#N)c1-c1cccs1	5%	0	-1%	6%	7	8%	nt	-3%	nt
CCCCn1c(SCC(=O)Nc2cc(C)on2)nc2c1c(=O)n(C)c(=O)n2C	5%	12	-5%	0%	6	-7%	i	-15%	14%
CCOC(=O)c1cnc(SCC(=O)c2ccccc2)nc1N	15%	0	2%	7%	0	-4%	i	3%	nt
N#Cc1ccccc1Sc1ccccc1C(=O)N1CCOCC1	13%	0	-6%	4%	0	1%	i	0%	10%
Cn1c(CSCc2ccc(F)cc2)nnc1SCC(=O)Nc1nccs1	12%	0	nt	nt	6	-3%	i	0%	15%
COCCn1c(Sc2ccc(C)cc2)nc2c1c(=O)[nH]c(=O)n2C	10%	16	-2%	-7%	7	5%	i	-3%	5%
Cc1cc(C)nc(SCC(=O)OCN2C(=O)c3ccccc3C2=O)n1	13%	11	-9%	-11%	7	-2%	i	0%	nt
CCOC(=O)CSc1nnc(CNC(=O)c2cccs2)n1Cc1ccccc1	7%	17	-12%	0%	0	-4%	i	7%	nt
